High-throughput results deposited in PubChem by several laboratories.
KCNK9 inh = blocks the human KCNK9 two-pore domain potassium channel | Q9NPC2 | HEK293 KCNK9, FluxOR thallium flux fluorescence; stronger effect = lower value | B-score at 10 µM | 1.2% of 310,000 active | AID 488922;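 active = ratio B-score over 3 SD below the library mean, with starting fluorescence within 5 SD of its mean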;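 also: negative B-score means less thallium flux so channel inhibition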
KCNQ1 act = human KCNQ1 channel potentiation or activation | P51787 | CHO-K1 KCNQ1, thallium flux FluxOR fluorescence; stronger effect = higher value | B-score at 10 µM | 0.35% of 310,000 active | AID 2648;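 active = fluorescence ratio B-score, a plate-corrected score, at least three library SD, with initial intensity B-score within 5 SD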
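assay system = CHO-K1 cells stably expressing KCNQ1 | medium = assay buffer, equal DMSO in all wells | timing = 37 °C overnight plating, 90-min dark dye load, 20-min compound pretreatment | measured by = kinetic FluxOR thallium fluorescence, 10-s 1-Hz baseline, 110-s post-stimulus read | measure = fluorescence change relative to baseline, converted to B score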
hERG rescue = compounds protecting human hERG from proarrhythmic drug block | Q12809 | CHO-hERG, FluxOR thallium flux, dofetilide IC70 present | activation (rescue from dofetilide block), less the hit threshold, % at 10 µM | 0.51% of 310,000 active | AID 1511;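 active = activation above the mean of controls blocked by dofetilide plus 5 SD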;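 also: thallium influx through hERG after potassium depolarization seen as dye fluorescence rise; in these data hits start at about 4.7%; inactives centre near -7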
SKKanGAS inh = blocks kanamycin growth of S. pyogenes SKKanGAS strain; BacTiter-Glo, 6 h; inhibition, % at 7.5 µM; AID 1662; 1.3% of 300,000 active;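 active = mean replicate score, as percent of positive control median, at least 50; inconclusive = mean below 50 but one replicate at or above 50; inactive = mean and every replicate below 50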;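 also: strain carries kanamycin resistance gene driven by streptokinase promoter and grows in 40 µg/ml kanamycin; loss of luminescence reflects streptokinase promoter inhibition or plain growth inhibition; 0% = median of DMSO wells and 100% = positive control at its reference dose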
ANO1 block = inhibitors of mouse TMEM16A calcium-activated chloride channel; Q8BHY3; HEK293 TMEM16A/YFP iodide influx fluorescence, ionomycin; normalized B-score (activity score, 25-100; higher = stronger inhibition) at 10 µM; 1.2% of 310,000 active; AID 588511;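 active = ratio plate-corrected score three or more library SD toward inhibition, starting fluorescence score within five deviations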;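 also: score derived from kinetic fluorescence span divided by baseline fluorescence per well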
RGS4 act = RGS4 potentiation or activation; HEK293 M3R/inducible RGS4, carbachol calcium flux Fluo4; stronger effect = lower value; B-score at 10 µM; 0.92% of 310,000 active; AID 463111;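 active = B-score of the integrated calcium signal more than 4 SD below the library mean, with starting fluorescence not abnormally high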;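 also: negative B-score means reduced calcium response which marks RGS4 activation or potentiation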
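Material: M3R-expressing HEK293 line, RGS4 induced by doxycycline | Schedule: Overnight RGS4 induction, 30 min dye load 37 °C, 20 min compound RT | Measured by: Fluo4 fluorescence kinetic imaging of calcium | Read-out: Integrated calcium ratio converted to B score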
ANO1 activ = activators or potentiators of mouse TMEM16A chloride channel; Q8BHY3; HEK293 TMEM16A/YFP-H148Q/I152L, iodide quench fluorescence; stronger effect = lower value; B-score at 10 µM; 0.3% of 340,000 active; AID 623877;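 active = fluorescence-ratio B-score plate-corrected deviation score at least 3 library SD below zero, with starting fluorescence score within 5 deviations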;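 also: channel opened by trigger with iodide after compound preincubation; score built on the fluorescence ratio of max minus min over baseline; more negative score means more quench and so TMEM16A activation or potentiation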
KCNK3 block = human KCNK3 channel inhibition, primary screen; O14649; CHO-KCNK3 thallium flux, FluxOR fluorescence; stronger effect = lower value; B-score at 10 µM; 0.84% of 340,000 active; AID 602410;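 active = B-score under library mean minus 4 SD, starting fluorescence ratio at most library mean plus 5 SD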;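 also: more negative B-score means stronger inhibition of thallium flux through KCNK3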
Target sequence (O14649 whole entry, looked up): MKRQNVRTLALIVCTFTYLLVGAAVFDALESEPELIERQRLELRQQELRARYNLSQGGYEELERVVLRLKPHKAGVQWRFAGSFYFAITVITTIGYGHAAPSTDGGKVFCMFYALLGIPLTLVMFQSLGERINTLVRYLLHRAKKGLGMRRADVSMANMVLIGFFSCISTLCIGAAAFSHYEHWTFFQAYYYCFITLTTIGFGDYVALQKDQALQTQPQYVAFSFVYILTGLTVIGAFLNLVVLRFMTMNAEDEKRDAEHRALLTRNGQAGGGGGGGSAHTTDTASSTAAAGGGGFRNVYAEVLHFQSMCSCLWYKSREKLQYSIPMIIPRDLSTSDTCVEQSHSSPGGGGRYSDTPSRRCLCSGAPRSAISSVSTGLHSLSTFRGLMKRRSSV
HDAC3 inh = human HDAC3 inhibition; recombinant HDAC3, fluorogenic peptide/trypsin coupled, fluorescence; inhibition, % at 8.3 µM; 0.15% of 320,000 active; in the data active = inhibition above about 26%, passing the limit was not always enough; inconclusive = no clear call, values can overlap the other calls
Target sequence (O15379 whole entry, looked up): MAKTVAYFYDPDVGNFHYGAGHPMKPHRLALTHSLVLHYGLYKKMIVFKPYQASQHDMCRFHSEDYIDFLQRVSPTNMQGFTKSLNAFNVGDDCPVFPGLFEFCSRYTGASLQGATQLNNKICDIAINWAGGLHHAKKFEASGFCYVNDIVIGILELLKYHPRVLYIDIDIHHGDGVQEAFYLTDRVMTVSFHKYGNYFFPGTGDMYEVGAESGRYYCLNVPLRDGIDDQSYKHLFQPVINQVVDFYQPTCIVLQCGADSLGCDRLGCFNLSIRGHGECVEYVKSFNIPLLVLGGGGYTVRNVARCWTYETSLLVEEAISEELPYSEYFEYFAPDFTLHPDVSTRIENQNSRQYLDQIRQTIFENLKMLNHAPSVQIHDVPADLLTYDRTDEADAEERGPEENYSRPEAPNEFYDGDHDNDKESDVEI
KCNQ1 inh = inhibitors of human KCNQ1 potassium channel; 1.3% of 310,000 active; P51787; B-score at 10 µM; CHO-K1 KCNQ1, FluxOR thallium flux fluorescence; stronger effect = higher value;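 active = compounds whose thallium flux B-score, printed positive for inhibition, exceeds three library SD while starting fluorescence stays within three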;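 also: channel opened by potassium depolarization with thallium stimulus after 20 min compound exposure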
RGS4 inh = human RGS4 inhibition; B-score at 10 µM; 0.45% of 310,000 active; P49798; HEK293 M3R/RGS4 inducible, Fluo-4 calcium flux; stronger effect = higher value; triggered by carbachol at its EC20; AID 463165;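 active = B-score, a plate-corrected calcium signal, over three deviations above library mean, with baseline fluorescence within five deviations of library mean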;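 also: RGS4 expression induced by doxycycline in cells with stable M3 receptor; B-score is computed from the integrated fluorescence ratio over baseline after carbachol; higher B-score means a larger calcium signal and so more RGS4 inhibition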
Target sequence (P49798 whole entry, looked up): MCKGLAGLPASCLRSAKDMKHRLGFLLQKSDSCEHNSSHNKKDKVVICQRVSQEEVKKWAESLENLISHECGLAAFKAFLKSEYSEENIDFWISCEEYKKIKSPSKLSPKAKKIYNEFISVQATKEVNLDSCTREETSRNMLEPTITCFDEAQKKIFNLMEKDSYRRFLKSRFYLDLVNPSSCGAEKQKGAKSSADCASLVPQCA
Active calls of the source: *; i = inactive; ? = inconclusive; nt = no result given.

SMILES	KCNK9 inh	KCNQ1 act	hERG rescue	SKKanGAS inh	ANO1 block	RGS4 act	ANO1 activ	KCNK3 block	HDAC3 inh	KCNQ1 inh	RGS4 inh
COc1ccc(C(CC(=O)O)NC(=O)Cc2ccccc2)cc1OC (stereo not given)	i	i	-5	0	i	i	i	i	0	i	i
CC1CN(C2CCN(S(=O)(=O)c3ccccc3)CC2)CC(C)O1 (stereo not given)	i	i	-12	10	i	i	i	i	2	i	i
Cc1ccc2c3c(cccc13)-c1ccccc1C2=O	i	i	-4	-27	i	i	i	i	nt	i	i
COc1ccc(C2(O)CCN(Cc3nnnn3Cc3ccc(F)cc3)CC2)cc1	i	i	0	-5	i	i	i	i	-1	i	i
O=C(Nc1nnc(Cc2ccc(F)cc2)s1)Nc1ccccc1F	i	i	-5	-6	i	i	i	i	-6	i	i
O=C(COc1ccc(F)cc1)NC1CC1	i	i	-12	-3	i	i	i	i	-5	i	i
Cc1cccc(-n2c(-c3ccncc3)n[nH]c2=S)c1	i	i	-8	1	i	i	i	i	8	i	i
Cc1ccc2c(c1)N(CC(=O)N1CCCc3ccccc31)C(=O)C(C)O2 (stereo not given)	i	i	-9	4	100*	i	i	i	7	i	i
COc1cc2ncnc(NCc3cccc(Cl)c3)c2cc1OC	i	i	-11	-9	i	i	i	i	-5	i	i
Cc1sc(NC(=O)CCC(=O)O)c(C(N)=O)c1-c1ccccc1	i	i	-3	-6	i	i	i	i	0	i	i
CSc1ccccc1OCc1cc(C(=O)NC2CCc3ccccc32)no1 (stereo not given)	i	i	-5	-2	i	i	i	i	5	i	i
Cc1c(CN2CCCC(C(=O)c3cccc(OC(C)C)c3)C2)c(=O)n(-c2ccccc2)n1C (stereo not given)	i	i	-4	2	i	i	i	i	0	i	i
[O-][n+]1ccc(OCc2ccccc2)cc1	i	i	-8	-6	i	i	i	-9*	4	i	i
Cc1ccc(C)n1-c1nn(S(=O)(=O)c2ccccc2)c2cccc(F)c12	-15*	i	-3	28	i	i	i	i	6	i	i
Cc1ccc(-c2nc(CN3CCCC(C(=O)N4CCOCC4)C3)c(C)o2)cc1 (stereo not given)	i	i	-2	4	i	i	i	i	2	i	i
COc1ccc(N2CC(O)=C(c3nc(-c4ccccc4)cs3)C2=N)cc1	i	i	-7	3	i	i	i	i	nt	i	i
CCC(=O)N(CCCN(C)C)c1nc(-c2cc(OC)ccc2OC)cs1	i	i	-10	-3	i	i	i	i	-2	i	i
COc1cc(C(=O)Nc2nc(-c3cccs3)cs2)cc(OC)c1OC	i	i	-1	11	i	i	i	i	5	i	i
COCCNC(=O)CN(Cc1ccccc1)S(=O)(=O)c1ccc2nc(C)sc2c1	i	i	-8	-4	i	i	i	i	-9	i	i
CCN(CC)C(=O)CSc1nc2sc3c(c2c(=O)n1CCOC)CCC3	i	i	-11	3	i	i	i	i	-2	i	i
N/C(Cc1ccc(Cl)c(Cl)c1)=N\OC(=O)c1ccc(Br)o1	i	i	-12	-8	i	i	i	i	5	i	i
Cc1ccc(S(=O)(=O)N2CCCC(C(=O)Nc3ccc(C(=O)O)cc3)C2)cc1Cl (stereo not given)	i	i	2	7	i	i	i	i	1	i	i
COc1cccc(NC(=O)C2CCN(C(=O)[C@@H]3Cc4ccccc4CN3)CC2)c1	i	i	-2	4	i	i	i	i	-1	i	i
COc1ccc(-c2nnn(Cc3nn[nH]n3)n2)cc1OC	i	i	-4	-11	i	i	i	i	2	i	i
COc1cc(C(=O)Nc2ccncc2)cc(OC)c1OC	i	i	-5	-4	i	i	i	i	0	i	i
COC(=O)CCC(=O)NNC(=O)C1CC1(c1ccccc1)c1ccccc1 (stereo not given)	i	i	-11	0	i	i	i	i	-3	i	i
Nc1nonc1-c1noc(N2CCCCC2)n1	i	i	-3	6	i	i	i	i	2	i	i
CCc1cccc(OCCn2nc(C(=O)O)c3ccccc3c2=O)c1	i	i	-9	-4	i	i	i	i	-7	i	i
Cc1nc2cc(N3CCCCC3)c(NC(=O)c3ccncc3)cc2c(=O)n1Cc1ccc(Cl)cc1	i	i	-8	13	i	i	nt	nt	-5	i	i
CCN(CC)S(=O)(=O)c1ccc2c(c1)N(CC(=O)NCCc1ccc(S(N)(=O)=O)cc1)C(=O)CO2	i	i	-10	0	i	i	i	i	2	i	i
CCOC(=O)c1c(C)nc2c(c1-c1cc(OC)ccc1OC)C(=O)c1ccccc1-2	i	i	-16	9	i	i	i	i	13	i	i
O=C(CCn1nc(-c2ccc(Cl)cc2)ccc1=O)NCc1cccnc1	i	i	-5	-31	i	i	i	i	-10	i	i
CCOC(=O)c1c(CN(C)C)n(-c2ccccc2)c2cc(Br)c(O)cc12	i	i	-21	4	i	i	i	i	3	i	i
CC1CCCCC1NC(=O)CSCC(=O)O (stereo not given)	i	i	0	-4	i	i	i	i	-1	i	i
c1ccc2c(c1)COC(CNC1CCCCC1)OC2	i	i	-9	nt	i	i	i	i	10	i	i
Cc1cc(C)cc(NC(=O)C2CCCN2/C=C/C(=O)C(F)(F)F)c1 (stereo not given)	i	i	-5	-7	i	i	i	i	10	i	i
CCC12CN3CCN(CC(C3)/C1=N\NC(=O)Nc1ccccc1)C2	i	i	-6	-3	i	i	i	i	nt	i	i
COc1ccc(CNC(=O)c2ccc(NC(=O)CC3SC(N4CCCC4)=NC3=O)cc2)cc1 (stereo not given)	i	i	-15	1	i	i	i	i	-2	i	i
COc1ccccc1CCNC(=O)c1cccc(S(=O)(=O)NCc2ccccc2)c1	i	i	-16	-9	i	i	i	i	3	i	i
Cc1cc(OC(C)C(=O)NCC2CCCO2)cc(C)c1Cl (stereo not given)	i	i	-7	-1	i	i	i	i	1	i	i
O=C(Nc1ccc(Cl)cn1)Nc1ccccc1F	i	i	-13	-2	i	i	i	i	-3	i	i
Oc1ccccc1-c1cc(-c2ccc3c(c2)OCCO3)n[nH]1	i	i	-11	-19	i	i	i	i	3	i	i
C=C1CCC[C@]2(C)C[C@H]3OC(=O)C(CNC(C)(CO)CO)[C@H]3CC12 (stereo not given in full)	i	i	-5	-2	i	i	i	i	1	i	i
CN(CCOc1ccc(Cl)cc1)C(=O)CN1C(=O)NC2(CCCCC2)C1=O	i	i	-11	-3	i	i	i	i	2	i	i
O=c1c2ccccc2oc2nc(C3CCCCC3)n(Cc3ccco3)c(=O)c12	i	i	-12	6	i	i	i	i	2	i	i
COc1ccc(C(=O)C(Sc2nnc(C)c(=O)[nH]2)c2ccc(OC)cc2)cc1 (stereo not given)	i	i	-14	-13	i	i	i	i	-2	i	i
CCOC(=O)c1cc(-c2ccc(OC)cc2OC)nn1-c1ccc(C(=O)O)cc1	i	i	-8	-1	i	i	i	i	-1	i	i
O=C1CCC(C(=O)NCc2ccc3c(c2)OCO3)N1 (stereo not given)	i	i	-8	1	i	i	i	i	10	i	i
CCC(=O)c1ccc(OCC(=O)Nc2ccc(N3CCOCC3)cc2N2CCOCC2)cc1	i	i	-12	6	i	i	i	i	-7	i	i
O=C(CCNC(=O)C1CCN(S(=O)(=O)c2ccccc2)CC1)NCc1ccc(Cl)cc1Cl	i	i	-9	-2	i	i	i	i	?	i	i

Later entries.
SMILES	KCNK9 inh	KCNQ1 act	hERG rescue	SKKanGAS inh	ANO1 block	RGS4 act	ANO1 activ	KCNK3 block	HDAC3 inh	KCNQ1 inh	RGS4 inh
Cc1ccc(C(=O)CSc2nnc(-c3ccccc3N)n2C)cc1C	i	i	-5	1	i	i	i	i	-10	i	i
CC(=O)CC(C)(C)n1nnc(-c2ccccc2)n1	i	i	-6	-1	i	i	i	i	-2	i	i
CCc1c(C)nc(N2CCN(c3ccccc3F)CC2)[nH]c1=O	i	i	-8	1	i	i	i	i	-11	i	i
CCOc1ccccc1NC(=O)CCNS(=O)(=O)c1ccc(NC(C)=O)cc1	i	i	-3	-7	i	i	i	i	-1	i	i
CCOC(=O)c1c(C)[nH]c(C(=O)COC(=O)CNC(=O)c2ccccc2Cl)c1C	i	i	-8	0	i	i	i	i	-1	i	i
CCc1cccc(CC)c1NC(=O)COC(=O)c1ccc2c(c1)S(=O)(=O)c1ccccc1C2=O	i	i	-10	5	i	i	i	i	-2	i	i
Cc1cc(C)c(NC(=O)CNC(=O)COC(=O)C2CCN(c3ccc(C(F)(F)F)cn3)CC2)c(C)c1	i	i	-12	0	i	i	i	i	8	i	i
Cc1ccc(C)c(NC(=O)c2sc(Cl)nc2C)c1	i	i	-5	8	i	i	i	i	0	i	i
COCCn1c(=NC(=O)CSCC(=O)N2CCOCC2)sc2cc(C)ccc21	i	i	-12	4	i	i	i	i	9	i	i
CCc1ccccc1N1CN(Cc2cccnc2)CNC1=S	i	i	-7	-5	i	i	i	i	8	i	i
O=C(NCc1ccccc1F)c1ccncc1	i	i	-1	1	i	i	i	i	2	i	i
CCN(CC)S(=O)(=O)c1cccc2nsnc12	i	i	2	-3	i	i	i	i	-1	i	i
CCN(CC)CCNC(=O)CS(=O)Cc1nc(-c2ccccc2Cl)oc1C (stereo not given)	i	i	-12	1	i	i	i	i	-10	i	i
COc1ccc(S(=O)(=O)N2CCCC2CNC(=O)C(=O)NCc2ccco2)cc1 (stereo not given)	i	i	-6	1	i	i	i	i	19	i	i
COCCCNC(=S)N/N=C/c1ccc(O)cc1	i	i	-6	-4	i	i	i	i	-9	i	i
COc1ccccc1C(=O)NC(=O)COC(=O)Cn1cnc2c1c(=O)n(C)c(=O)n2C	i	i	-15	-6	i	i	i	i	nt	i	i
O=C(Nc1cc(F)ccc1F)C1CCN(S(=O)(=O)c2cccc3nonc23)CC1	i	i	-6	20	i	i	i	i	-10	i	i
C#CCNC(=O)C1=C[C@@H](c2csc3ccccc23)C[C@@H](OCc2ccc(CO)cc2)O1	i	i	-12	14	i	i	i	i	5	i	i
COc1ccc(CCNC(=O)CNCCc2ccc(F)cc2)cc1	i	i	-3	2	i	i	i	i	-1	i	i

Reformatted: 2 of the compounds above.
Values run as follows: KCNK9 inh | KCNQ1 act | hERG rescue | SKKanGAS inh | ANO1 block | RGS4 act | ANO1 activ | KCNK3 block | HDAC3 inh | KCNQ1 inh | RGS4 inh
> COCCCNC(=S)N/N=C/c1ccc(O)cc1
→ i | i | -6 | -4 | i | i | i | i | -9 | i | i
> COc1ccccc1C(=O)NC(=O)COC(=O)Cn1cnc2c1c(=O)n(C)c(=O)n2C
→ i | i | -15 | -6 | i | i | i | i | nt | i | i
